Screening data (PubChem)
MITF primary – blocks human microphthalmia-associated transcription factor; O75030; AlphaScreen MITF homodimerization, bead proximity signal; inhibition, % at 2.6 µM; actives 0.91% (n = 650,000); AID 1259374; in the data active = inhibition above about 50%;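 note: 0% = vehicle wells with protein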
Target sequence (O75030 whole entry, looked up): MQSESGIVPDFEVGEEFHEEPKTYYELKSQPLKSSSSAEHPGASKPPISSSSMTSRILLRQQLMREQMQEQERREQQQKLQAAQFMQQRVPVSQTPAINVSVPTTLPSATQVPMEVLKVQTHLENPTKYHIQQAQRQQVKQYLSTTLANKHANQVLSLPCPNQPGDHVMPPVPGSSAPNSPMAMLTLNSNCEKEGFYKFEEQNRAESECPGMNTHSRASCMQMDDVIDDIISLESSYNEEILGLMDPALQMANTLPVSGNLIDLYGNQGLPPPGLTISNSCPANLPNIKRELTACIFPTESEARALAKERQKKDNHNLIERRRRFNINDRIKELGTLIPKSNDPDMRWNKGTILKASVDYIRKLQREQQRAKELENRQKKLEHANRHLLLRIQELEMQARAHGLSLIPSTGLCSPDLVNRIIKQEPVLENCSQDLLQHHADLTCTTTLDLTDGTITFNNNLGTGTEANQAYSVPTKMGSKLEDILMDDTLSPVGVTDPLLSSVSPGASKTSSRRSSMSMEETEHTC
TEAD-YAP inh – TEAD-YAP interaction inhibition; HEK-TIYL cells, TEAD-Gal4/YAP UAS-luciferase luminescence; inhibition, % at 9.12 µM; actives 1.4% (n = 640,000); AID 1259422; in the data active = inhibition above about 32%;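 note: 0% = median of test compound wells and 100% = reference inhibitor wells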
GPR151 ag – activators of human GPR151; PathHunter beta-arrestin GPR151 cells, luminescence; activation, % at 11.2 µM; actives 1% (n = 650,000); in the data active = activation above about 4.9%;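 note: 0% = median of compound wells and 100% = cells with positive control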
Target sequence (Q8TDV0 whole entry, looked up): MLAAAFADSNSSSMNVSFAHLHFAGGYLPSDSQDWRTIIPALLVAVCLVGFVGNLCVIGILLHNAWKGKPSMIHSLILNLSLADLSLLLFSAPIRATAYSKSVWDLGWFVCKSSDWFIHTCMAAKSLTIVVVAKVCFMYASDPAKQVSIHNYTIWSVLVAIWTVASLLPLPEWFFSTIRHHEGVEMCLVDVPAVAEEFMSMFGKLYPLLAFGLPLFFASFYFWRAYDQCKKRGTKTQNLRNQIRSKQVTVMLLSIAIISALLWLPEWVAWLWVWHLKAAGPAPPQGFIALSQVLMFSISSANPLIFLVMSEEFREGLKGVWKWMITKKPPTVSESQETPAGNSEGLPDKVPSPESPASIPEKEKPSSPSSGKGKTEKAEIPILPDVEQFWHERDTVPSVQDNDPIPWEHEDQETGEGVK
FBW7 act – activators of human E3 ligase FBW7; Q969H0; AlphaScreen FBW7–phospho-cyclin E peptide binding, activator screen; normalized activity (activation), % at 26.1 µM; actives 0.13% (n = 650,000); in the data active = normalized activity above about 1.9%;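 note: purified mutant Fbw7 with reduced substrate affinity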
* hit, by the source's call.

Sample of the layout:
Cc1cc(C)cc(C(=O)N(CCCN2C(=O)c3cccc4cccc(c34)C2=O)c2ccc(Oc3ccccc3)cc2)c1 was read as MITF primary -5, TEAD-YAP inh -4, GPR151 ag -0.4 and FBW7 act 0.0.
`COc1ccccc1NS(=O)(=O)c1ccc(O)c(C(N)=O)c1` gave MITF primary 21, TEAD-YAP inh -2, GPR151 ag -0.7 and FBW7 act 0.1.
`COc1ccc(CC(=O)NNS(=O)(=O)c2ccc(F)cc2)cc1` gave MITF primary 8, TEAD-YAP inh 19, GPR151 ag 1.0 and FBW7 act 0.4.

This part in full, from the first entry:
Cc1cc(C)cc(C(=O)N(CCCN2C(=O)c3cccc4cccc(c34)C2=O)c2ccc(Oc3ccccc3)cc2)c1 was read as MITF primary -5, TEAD-YAP inh -4, GPR151 ag -0.4 and FBW7 act 0.0.
`COc1ccccc1NS(=O)(=O)c1ccc(O)c(C(N)=O)c1` gave MITF primary 21, TEAD-YAP inh -2, GPR151 ag -0.7 and FBW7 act 0.1.
`COc1ccc(CC(=O)NNS(=O)(=O)c2ccc(F)cc2)cc1` gave MITF primary 8, TEAD-YAP inh 19, GPR151 ag 1.0 and FBW7 act 0.4.
Screening Cc1cc(N2CCOCC2)nc(N2CCN(C(=O)Cc3cccs3)CC2)n1 returned MITF primary 3, TEAD-YAP inh 11, GPR151 ag 11* and FBW7 act 0.3.
`O=C(CSc1nn2c(SCC(=O)Nc3ccccn3)nnc2s1)Nc1ccccn1` gave MITF primary 7, TEAD-YAP inh 2, GPR151 ag -1.4 and FBW7 act 0.0.
Cc1cnc(NC2CCC(O)CC2)nc1NCCCN1CCCC1=O (stereo not drawn) was read as MITF primary 7, TEAD-YAP inh 3, GPR151 ag -1.3 and FBW7 act 0.1.
Cc1cccc(NC(=O)C(=O)N/N=C/c2ccc(Cl)c(Cl)c2)c1 was read as MITF primary -2, TEAD-YAP inh -4, GPR151 ag 1.3 and FBW7 act -0.1.
S=C(Nc1ccco1)N1CCn2c(nc3ccccc32)C1 was read as MITF primary -11, TEAD-YAP inh -20, GPR151 ag -0.2 and FBW7 act -0.2.
Screening Cc1ccc(NS(=O)(=O)c2c(C)n[nH]c2C)cc1C returned MITF primary -5, TEAD-YAP inh -7, GPR151 ag 1.0 and FBW7 act -0.1.
For COc1ccc(C2CC(c3ccc(Cl)cc3)n3nc(N)nc3N2)cc1 (stereo not drawn) the results were MITF primary 42, TEAD-YAP inh 8, GPR151 ag 1.5 and FBW7 act -0.2.
For Cc1ccc(-c2nc3ccccc3s2)cc1NC(=S)NC(=O)c1cc2ccccc2o1 the results were MITF primary -1, TEAD-YAP inh -45, GPR151 ag -1.0 and FBW7 act 0.0.
For Cc1cccn2c(=O)c(/C=C(\C#N)C(=O)N3CCCCC3)c(Oc3ccccc3)nc12 the results were MITF primary 8, TEAD-YAP inh 20, GPR151 ag 2.3 and FBW7 act 0.0.
Screening CC(NC(=O)C(NC(=O)OCc1ccccc1)C(C)C)C(=O)Oc1ccc([N+](=O)[O-])cc1 (stereo not drawn) returned MITF primary -5, TEAD-YAP inh 6, GPR151 ag -0.6 and FBW7 act -0.2.
For Cc1cccc(-c2nc(N3CCCCCC3)c3ccccc3n2)c1 the results were MITF primary 7, TEAD-YAP inh 12, GPR151 ag -0.2 and FBW7 act 0.4.
`O=C(Nc1ccccc1)c1cnc2ccccn12` gave MITF primary 6, TEAD-YAP inh -48, GPR151 ag -1.2 and FBW7 act 0.0.
Screening N#Cc1cccc(NC(=O)CSc2nc(-c3ccccc3)cs2)c1 returned MITF primary 2, TEAD-YAP inh -8, GPR151 ag -9.3 and FBW7 act -0.1.
For Nc1c(Cl)cc(Cl)cc1C(=O)OCC(=O)N1CCCc2ccccc21 the results were MITF primary 5, TEAD-YAP inh -1, GPR151 ag 0.9 and FBW7 act 0.2.
`N#Cc1c(N)n(CCc2ccc(F)cc2)c2nc3ccccc3nc12` gave MITF primary -8, TEAD-YAP inh 6, GPR151 ag 1.3 and FBW7 act 0.2.
Screening Nn1c(O)c(C2=c3cc([N+](=O)[O-])ccc3=NC2=O)sc1=S returned MITF primary 9, TEAD-YAP inh -2, GPR151 ag 3.9 and FBW7 act -0.7.
`COc1cccc(C2CC(c3ccc(Br)cc3)Nc3nnnn32)c1` (stereo not drawn) gave MITF primary 11, TEAD-YAP inh 2, GPR151 ag 1.0 and FBW7 act 0.1.
O=C(OCC(=O)c1c[nH]c2ccccc12)c1ccc(Br)o1 was read as MITF primary 2, TEAD-YAP inh 5, GPR151 ag 0.5 and FBW7 act 0.0.
CC(C)(C)c1nnc(N/N=C/c2cc(Br)ccc2O)n(N)c1=O was read as MITF primary 63*, TEAD-YAP inh 75*, GPR151 ag 2.0 and FBW7 act -0.2.
Screening Cc1ccc(-n2nc3c(c2NC(=O)C(C)(C)C)CSC3)c(C)c1 returned MITF primary -13, TEAD-YAP inh 3, GPR151 ag 0.0 and FBW7 act -0.1.
CC(C)[C@@H]1NC(=O)[C@H]2CN(CCCc3ccccc3)CCN2C1=O was read as MITF primary 8, TEAD-YAP inh -1, GPR151 ag -1.2 and FBW7 act -0.1.
Screening O=C(CCCOc1ccc(Cl)cc1Cl)N1CCN(c2ccccn2)CC1 returned MITF primary 16, TEAD-YAP inh 3, GPR151 ag 0.3 and FBW7 act 0.1.
CC1(C)CC(=O)C(C(c2ccc3ccccc3c2)C2C(=O)CC(C)(C)CC2=O)C(=O)C1 was read as MITF primary 1, TEAD-YAP inh -4, GPR151 ag 0.7 and FBW7 act -0.1.
COc1cc(OC)nc(Oc2ccccc2/C=N/NC(N)=O)n1 was read as MITF primary 6, TEAD-YAP inh 10, GPR151 ag 0.2 and FBW7 act -0.1.
O=C(O)c1cc2cc(F)ccc2[nH]1 was read as MITF primary -18, TEAD-YAP inh 4, GPR151 ag -0.6 and FBW7 act 0.0.
Screening CCCn1nnnc1NCc1ccccc1OCc1ccccc1F returned MITF primary 6, TEAD-YAP inh 1, GPR151 ag -0.4 and FBW7 act 0.0.
For CCc1cc2c(=O)c(Oc3ccc(F)cc3)coc2cc1OC the results were MITF primary -1, TEAD-YAP inh -7, GPR151 ag 1.0 and FBW7 act 0.1.

Three records picked at random from those above, as already listed:
For Nc1c(Cl)cc(Cl)cc1C(=O)OCC(=O)N1CCCc2ccccc21 the results were MITF primary 5, TEAD-YAP inh -1, GPR151 ag 0.9 and FBW7 act 0.2.
Screening O=C(CCCOc1ccc(Cl)cc1Cl)N1CCN(c2ccccn2)CC1 returned MITF primary 16, TEAD-YAP inh 3, GPR151 ag 0.3 and FBW7 act 0.1.
For COc1ccc(C2CC(c3ccc(Cl)cc3)n3nc(N)nc3N2)cc1 (stereo not drawn) the results were MITF primary 42, TEAD-YAP inh 8, GPR151 ag 1.5 and FBW7 act -0.2.

(next part)
`CCCCCCC(C)OC(=O)Nc1ccccc1` (stereo not drawn) gave MITF primary -8, TEAD-YAP inh 1, GPR151 ag -0.6 and FBW7 act -0.1.
Screening O=C1C(=O)C(c2ccccc2)C(=O)C1c1ccccc1 (stereo not drawn) returned MITF primary 18, TEAD-YAP inh 5, GPR151 ag 1.2 and FBW7 act 0.1.
For CCOC(=O)c1c(NC(=O)CSc2nnc(CNC(=O)c3cccs3)n2-c2ccccc2OC)sc2c1CCCC2 the results were MITF primary 0, TEAD-YAP inh 3, GPR151 ag -1.6 and FBW7 act 0.1.
Screening Cc1ccc(S(=O)(=O)N=c2ccn(C(F)F)cc2)cc1 returned MITF primary -11, TEAD-YAP inh 1, GPR151 ag 2.7 and FBW7 act 0.0.
For Cc1cccc(N2C(=O)c3ccc(N)cc3C2=O)c1 the results were MITF primary -1, TEAD-YAP inh -27, GPR151 ag -3.2 and FBW7 act 0.1.
`O=C(Nc1ccc(-n2cccn2)cc1)C1CC12CCN(C(=O)/C=C/c1ccccn1)CC2` (stereo not drawn) gave MITF primary 7, TEAD-YAP inh 21, GPR151 ag -0.1 and FBW7 act 0.4.
`Cc1sc2ncn(CC(=O)NCCCC(=O)NCc3ccco3)c(=O)c2c1C` gave MITF primary -6, TEAD-YAP inh -6, GPR151 ag -0.5 and FBW7 act -0.1.
O=C(NC(=S)n1cnc2ccccc21)c1ccco1 was read as MITF primary 15, TEAD-YAP inh 0, GPR151 ag -0.9 and FBW7 act 0.3.
For O=C(NCCO)C1=C(N2CCOCC2)/C(=C\c2ccccc2)CC1 the results were MITF primary 25, TEAD-YAP inh -10, GPR151 ag -0.3 and FBW7 act 0.9.
`O=C(/C(C=Nc1ccc(Br)cc1)=C(/O)c1ccco1)C(F)(F)F` gave MITF primary 13, TEAD-YAP inh -51, GPR151 ag 3.4 and FBW7 act 0.2.
CCOc1ccc(NC(=O)CCCCCN2C(=O)c3cccc4cccc(c34)C2=O)cc1 was read as MITF primary 3, TEAD-YAP inh 2, GPR151 ag -0.1 and FBW7 act -0.1.
Cn1c(=O)c2c(nc(N3CCN(N=O)CC3)n2CC(=O)c2ccc(Cl)cc2)n(C)c1=O was read as MITF primary -2, TEAD-YAP inh -1, GPR151 ag 1.1 and FBW7 act -0.1.
For COc1ccccc1N1CCN(c2cc(N3CCCC3)ccc2[N+](=O)[O-])CC1 the results were MITF primary -8, TEAD-YAP inh -6, GPR151 ag -0.9 and FBW7 act -0.2.
For Cc1cc(F)ccc1S(=O)(=O)NCC(c1ccco1)N1CCc2ccccc2C1 (stereo not drawn) the results were MITF primary 6, TEAD-YAP inh -5, GPR151 ag 0.5 and FBW7 act 0.0.
For CN(C)c1nc(NCc2ccccc2)nc(N/N=C/c2ccccc2F)n1 the results were MITF primary -2, TEAD-YAP inh -6, GPR151 ag -0.6 and FBW7 act -0.6.
CCCN(C1=NC2CS(=O)(=O)CC2S1)c1ccc(OCC)cc1 (stereo not drawn) was read as MITF primary -10, TEAD-YAP inh -4, GPR151 ag 0.5 and FBW7 act -0.5.
For CCOc1ccc(C(c2c(C)[nH]n(-c3ccccc3)c2=O)c2c(C)[nH]n(-c3ccccc3)c2=O)cc1OC the results were MITF primary 11, TEAD-YAP inh -2, GPR151 ag 0.6 and FBW7 act 0.0.
`Cn1ccnc1SCC(=O)c1cc2ccccc2o1` gave MITF primary -1, TEAD-YAP inh -46, GPR151 ag -1.5 and FBW7 act 0.0.
COc1cccc(NC(=O)c2cnc(SCc3ccccn3)n(C)c2=O)c1 was read as MITF primary -5, TEAD-YAP inh 30, GPR151 ag -7.7 and FBW7 act -0.1.
O=C(O)c1ccccc1-c1nc2ccccc2[nH]1 was read as MITF primary 23, TEAD-YAP inh -30, GPR151 ag -6.2 and FBW7 act 0.6.
CCOC(=O)c1cnc2ccc(OCC)cc2c1NCC1CCCN1CC (stereo not drawn) was read as MITF primary 2, TEAD-YAP inh -5, GPR151 ag -0.4 and FBW7 act 0.0.
Screening CCOC(=O)C(C)Oc1cc(C)c2c(c1)oc(=O)c1ccccc12 (stereo not drawn) returned MITF primary 7, TEAD-YAP inh 5, GPR151 ag -0.9 and FBW7 act -0.6.
For O=c1c2sccc2nc(SCc2cc(=O)n3ccccc3n2)n1Cc1ccccc1Cl the results were MITF primary 6, TEAD-YAP inh -5, GPR151 ag -0.2 and FBW7 act 0.0.
Screening COCCNC(=O)COC(=O)c1c2c(nc3ccccc13)/C(=C/c1ccc(O)cc1)CCC2 returned MITF primary -13, TEAD-YAP inh 0, GPR151 ag -1.4 and FBW7 act -0.1.
Screening COC(=O)Nc1ccc(S(=O)(=O)N2CCCC(C(=O)N3CCCCCC3)C2)cc1 (stereo not drawn) returned MITF primary -8, TEAD-YAP inh 6, GPR151 ag 0.2 and FBW7 act 0.2.
Screening Cc1cc2c(o1)c1cnn(CC(=O)NCc3cccnc3)c(=O)c1n2C(C)C returned MITF primary 1, TEAD-YAP inh -22, GPR151 ag -0.3 and FBW7 act -0.1.
For Cn1nnnc1SCC(=O)N1CC2(C)CC1CC(C)(C)C2 (stereo not drawn) the results were MITF primary 3, TEAD-YAP inh -7, GPR151 ag -0.3 and FBW7 act -0.1.
`Cc1nn(C(C)C(=O)O)c(C)c1[N+](=O)[O-]` (stereo not drawn) gave MITF primary 4, TEAD-YAP inh 8, GPR151 ag -0.3 and FBW7 act -0.1.
For Brc1ccccc1-c1nnc2sc(-c3ccncc3)nn12 the results were MITF primary 1, TEAD-YAP inh 5, GPR151 ag -1.1 and FBW7 act -0.3.
Screening CCNC(=O)[C@@H]1C[C@@H](NC2CCCCCCC2)CN1Cc1ccncc1 returned MITF primary 1, TEAD-YAP inh 5, GPR151 ag 2.6 and FBW7 act -0.3.
For CCC(c1ccc(F)cc1)n1cc(C(=O)NCCc2ccco2)nn1 (stereo not drawn) the results were MITF primary 20, TEAD-YAP inh 2, GPR151 ag 0.2 and FBW7 act 0.1.
`COc1ccc(-c2csc(NC(=O)c3ccccc3NS(=O)(=O)c3ccc(C)cc3)n2)cc1OC` gave MITF primary -2, TEAD-YAP inh 5, GPR151 ag 2.4 and FBW7 act -0.1.
